Assay outcomes (PubChem BioAssay)
IEC-6 cytotox = counter-screen for KLF5 inhibitors: cytotoxicity in IEC-6 cells; IEC-6 cytotoxicity, luminescence viability; inhibition, % at 5 µM; 0.78% of 290,000 active; AID 1825; in the data active = inhibition above about 22%;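 also: 0% = plate median of test compound wells and 100% = cytotoxic reference compound wells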
TRPC6 inhibitor = blocks the mouse TRPC6 cation channel. HEK293-TRPC6, membrane potential dye, ACh-evoked depolarization; active compounds read low. B-score at 10 µM. 1.1% of 310,000 active. AID 2553;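 active = B-score under library mean minus 3 SD, initial fluorescence not abnormally high, positive integrated signal ratio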;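 also: B-score derived from integrated fluorescence ratio over the kinetic read; more negative B-score means stronger inhibition of depolarization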
aSyn UTR inh = MLPCN primary screen, SNCA 5' untranslated region. alpha-synuclein 5'UTR reporter, inhibitor activity. inhibition, % (tested at 7.5 µM). 0.82% of 300,000 active. AID 1813; in the data active = inhibition above about 60%;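 also: H4 neuroglioblastoma cells stably carrying SNCA 5'UTR luciferase fusion; 0% = DMSO wells and 100% = positive control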
MrgX1 antagonist = antagonists of human MrgX1 receptor; B-score at 10 µM; AID 588676; MRGX1-HEK293 calcium flux, Fluo-4, BAM8-22 antagonism; active compounds read low; 1.3% of 310,000 active; Q96LB2;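 active = calcium-response B-score plate-corrected more than 3 library SD below zero, starting fluorescence within 5 deviations, no agonist response on first addition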;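 also: peak minus trough fluorescence over baseline after final BAM8-22 challenge near maximal dose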
SKKanGAS inh = inhibitors of SKKanGAS S. pyogenes growth in kanamycin (SK-promoter or general growth effect); 1.3% of 300,000 active; BacTiter-Glo, 6 h; AID 1662; inhibition, % at 7.5 µM;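 active = mean replicate score, as percent of positive control median, at least 50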;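 also: strain carries kanamycin resistance gene driven by streptokinase promoter and grows in 40 µg/ml kanamycin; loss of luminescence reflects streptokinase promoter inhibition or plain growth inhibition; 0% = median of DMSO wells and 100% = positive control at its reference dose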
TRPC4 act = opens the mouse TRPC4 cation channel; Q9QUQ5; 0.49% of 310,000 active; AID 2237; B-score at 10 µM; HEK293 TRPC4beta/mu-opioid, Fluo4 calcium fluorescence; active compounds read high;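 active = B-score above 5 SD of library B-scores, and initial fluorescence ratio not above library mean plus 5 SD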;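 also: positive B-score marks a calcium rise read as TRPC4 activation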
Target sequence (Q9QUQ5 whole entry, looked up): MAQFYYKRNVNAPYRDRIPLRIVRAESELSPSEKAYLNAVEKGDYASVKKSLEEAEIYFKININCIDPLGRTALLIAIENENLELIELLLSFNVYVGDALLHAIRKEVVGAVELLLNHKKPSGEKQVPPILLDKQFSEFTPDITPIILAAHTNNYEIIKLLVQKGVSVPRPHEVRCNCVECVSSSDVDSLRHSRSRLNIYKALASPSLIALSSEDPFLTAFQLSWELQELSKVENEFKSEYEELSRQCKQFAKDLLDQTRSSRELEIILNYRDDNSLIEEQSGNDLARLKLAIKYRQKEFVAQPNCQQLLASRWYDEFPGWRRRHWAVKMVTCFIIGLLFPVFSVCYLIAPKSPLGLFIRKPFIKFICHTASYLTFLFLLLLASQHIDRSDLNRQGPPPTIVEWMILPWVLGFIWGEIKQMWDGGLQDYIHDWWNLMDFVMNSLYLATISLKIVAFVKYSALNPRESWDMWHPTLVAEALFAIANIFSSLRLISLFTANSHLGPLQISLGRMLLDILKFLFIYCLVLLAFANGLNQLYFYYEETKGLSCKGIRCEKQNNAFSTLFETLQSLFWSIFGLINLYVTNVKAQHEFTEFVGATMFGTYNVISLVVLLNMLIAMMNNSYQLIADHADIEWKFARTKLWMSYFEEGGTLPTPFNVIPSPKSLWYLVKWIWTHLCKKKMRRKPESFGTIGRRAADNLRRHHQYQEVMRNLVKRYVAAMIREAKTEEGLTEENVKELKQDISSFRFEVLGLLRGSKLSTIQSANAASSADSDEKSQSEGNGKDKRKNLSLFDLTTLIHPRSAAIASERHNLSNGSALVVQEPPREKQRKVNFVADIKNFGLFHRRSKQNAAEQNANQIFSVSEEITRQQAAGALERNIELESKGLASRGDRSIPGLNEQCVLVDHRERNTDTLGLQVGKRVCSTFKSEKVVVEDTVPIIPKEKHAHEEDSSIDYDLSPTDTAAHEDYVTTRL
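Material: TRPC4beta and mu-opioid receptor HEK293 stable cells | Incubation: 45 min room-temperature Fluo4 loading, 110 s read | Detection: Kinetic Fluo4 calcium fluorescence | Measure: Integrated baseline-normalised fluorescence ratio, converted to per-well B score | Benchmarks: Low control buffer alone, high control maximal DAMGO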
TRPC6 act = activators of mouse TRPC6 channel. Q61143. HEK293-TRPC6 membrane potential dye fluorescence; active compounds read high. B-score at 10 µM. 0.13% of 310,000 active;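 active = B-score of the integrated fluorescence ratio above library mean plus 3 SD, and starting fluorescence ratio within library mean plus 5 SD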;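 also: higher score means more depolarization so channel activation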
HIF activator = HIF pathway transcriptional activation. 0.32% of 300,000 active. activation, % at 7.5 µM (by protocol). U2OS HRE-luciferase reporter, luminescence; normalized: DMSO 0%, desferrioxamine 100%. AID 1910;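 active = mean activation of at least 10% of the iron chelator positive control signal, with at least half of replicates also reaching 10%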
TRPC4 PAM = allosterically enhances the mouse TRPC4 cation channel. Q9QUQ5. 0.42% of 310,000 active. HEK293 TRPC4beta/mu-opioid, DAMGO EC20, Fluo-4 Ca2+ flux; active compounds read high. B-score at 10 µM;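 active = B-score of calcium response area above 5 SD of library B-scores, with initial fluorescence ratio within 5 SD of library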;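 also: B-score of integrated fluorescence ratio over time as area under calcium response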
KLF5 inhibitor = suppresses KLF5 promoter-driven expression; AID 1700; 0.23% of 290,000 active; inhibition, % at 5 µM; DLD-1 KLF5 promoter-luciferase reporter, luminescence;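 active = inhibition above a per-plate limit of that plate's mean compound inhibition plus 3 SD, cut at about 60% in these data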;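 also: 0% = DMSO wells and 100% = LY294002 at 200 µM; higher means less KLF5 promoter-driven luciferase light; inactives centre near -14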
TRPC4 inh = blocks the mouse TRPC4 cation channel; 0.39% of 300,000 active; B-score at 10 µM; HEK293 TRPC4beta/mu-opioid, DAMGO-evoked Fluo4 calcium flux; active compounds read low;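 active = B-score over 3 SD under the library average, no early fluorescence shift, positive overall ratio signal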
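Test system – stable TRPC4beta/mu-opioid receptor HEK293 cells · Probe or stimulus – DAMGO, a submaximal dose followed by a maximal one · Dosing – one concentration per compound · Signal – Fluo4 calcium fluorescence by kinetic imaging, 5 s 1 Hz baseline · Evaluation – per-well B score of integrated baseline-normalized Fluo4 ratio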
* = called active by the depositor; i = inactive; / = not tested or not shown. An unsorted share of the library; overall some 5.8% were active at least once.

SMILES	IEC-6 cytotox	TRPC6 inhibitor	aSyn UTR inh	MrgX1 antagonist	SKKanGAS inh	TRPC4 act	TRPC6 act	HIF activator	TRPC4 PAM	KLF5 inhibitor	TRPC4 inh
Cc1cc(=O)n2nc(N3CCCC(C(=O)NCc4ccccc4Cl)C3)sc2n1 (stereo not drawn)	11	i	8	i	3	i	i	0.2	i	-21	i
Cc1cccc(C(=O)O/N=C(\c2ccccc2)c2cccnc2)c1	-1	i	-7	i	-4	i	i	-0.6	i	-9	i
CN(C)/C=C/C(=O)C(F)(F)F	-2	i	-2	i	-1	i	i	-30	i	1	i
CCCCOC(=O)C1=C(C)NC2(O)c3ccccc3C(=O)C12O (stereo not drawn)	-3	i	10	i	-3	i	i	-0.5	i	-21	i
COc1ccc(/C=C/C(=O)ONC2=NCCCCC2)cc1OC	0	i	7	i	-1	i	i	0.5	i	0	i
N#C/C=C\Oc1ccc(Cl)cc1N	-2	i	-166	i	-9	i	i	0.0	i	2	i
O=C1CCC(C(=O)N2CCC(CCO)CC2)CN1Cc1ccc(Cl)cc1 (stereo not drawn)	-8	i	-8	i	-3	i	i	0.0	i	-15	i
C=CCC1CCCCC12NC(=O)N(c1ccccc1)N2 (stereo not drawn)	1	i	7	i	27	i	i	-0.7	i	-3	i
CCCNC(=O)CN(C)C(=O)c1n[nH]c2ccccc12	-5	i	-35	i	1	i	i	0.2	i	-6	i
CC(C)c1ccc(-c2c(C#N)c(N)nc(SCC(=O)N3CCCCCC3)c2C#N)cc1	1	i	-13	i	3	i	i	-0.8	i	-63	i
CN(C1CCS(=O)(=O)C1)S(=O)C12CC3CC(CC(C3)C1)C2 (stereo not drawn)	6	i	-7	i	3	i	i	0.4	i	-20	i
COC(=O)c1[nH]c2ccccc2c1NC(=O)CN1CCCCCC1	4	i	29	i	0	i	i	0.7	i	-9	i
Cc1ccc(/C=C/C(=O)NC(=S)Nc2ccccc2C(=O)NC2CCCCC2)cc1	1	i	14	i	-10	i	i	-0.1	i	-16	i
COc1ccccc1CNC(=O)COn1nnc2ccc(S(=O)(=O)N3CCOCC3)cc21	/	i	7	i	5	i	i	0.1	i	/	i
CCc1c(C)nc2c(C#N)c(C)[nH]n2c1=O	2	i	-7	i	2	i	i	-21	i	-22	i
O=C(Cc1c(F)cccc1Cl)N(Cc1ccccc1)c1ccccn1	-2	i	10	i	3	i	i	0.9	i	-14	i
CCOC(=O)/C=C1/N(C)c2ccccc2C1(C)C	-13	i	23	i	12	i	i	0.3	i	-26	i
OCCNNC(=S)NC1CC2C=CC1C2 (stereo not drawn)	-6	i	-12	i	-2	i	i	0.6	i	-11	i
Cc1cc(C(=O)N/N=C/c2c(C)nn(-c3ccccc3)c2C)c(C)o1	2	i	-69	i	-8	i	i	1.7	i	-41	i
COc1ccc2c(c1)CCc1c(C(=O)N3CCOCC3)noc1-2	2	i	-162	i	-5	i	i	0.8	i	-154	i
COC(=O)CNC(=O)c1sc2ncn(CC(=O)Nc3ccc(C)c(Cl)c3)c(=O)c2c1C	-7	i	11	i	-4	i	i	-0.2	i	12	i
CCOC(=O)c1ccccc1NC(=O)COC(=O)c1c(CC)noc1C	/	i	-10	i	-4	i	i	0.1	i	/	i
CS(=O)(=O)c1ccc(N2CCN(C3CC(=O)NC3=O)CC2)cc1 (stereo not drawn)	4	i	-16	i	-11	i	i	-0.5	i	-18	i
CC(C)C(=O)Nc1ccc(NC(=O)c2ccccc2Cl)nc1	-3	i	-115	i	-6	i	i	2.1	i	-67	i
CN1CCN(Cc2nc3ccccc3c(=O)n2Cc2nc(-c3ccc([N+](=O)[O-])cc3)cs2)CC1	2	i	10	i	2	i	i	-15	i	3	i
COC(=O)c1sccc1-c1ccc(/C=N/OC(=O)c2ccccc2)o1	4	i	-69	i	-7	i	i	0.0	i	-28	i
CCCCn1nnnc1SCC(=O)Nc1ccc(F)cc1	8	i	-5	i	3	i	i	0.3	i	-8	i
COCCCNC1=C(Cl)C(=O)c2ccccc2C1=O	21	i	-30	i	0	i	i	0.1	i	-25	i
Cc1ccc(Cl)c2sc(NC(=O)C3CC3)nc12	-3	i	-22	i	2	i	i	-0.4	i	0	i
CC(=O)c1nn(-c2cccc(Br)c2)cc1C(=O)c1ccc2ccccc2c1	8	i	18	i	2	i	i	-0.1	i	11	i

5 of these compounds in another layout:
SMILES | IEC-6 cytotox | TRPC6 inhibitor | aSyn UTR inh | MrgX1 antagonist | SKKanGAS inh | TRPC4 act | TRPC6 act | HIF activator | TRPC4 PAM | KLF5 inhibitor | TRPC4 inh
CC(=O)c1nn(-c2cccc(Br)c2)cc1C(=O)c1ccc2ccccc2c1 | 8 | i | 18 | i | 2 | i | i | -0.1 | i | 11 | i
CC(C)C(=O)Nc1ccc(NC(=O)c2ccccc2Cl)nc1 | -3 | i | -115 | i | -6 | i | i | 2.1 | i | -67 | i
CCOC(=O)c1ccccc1NC(=O)COC(=O)c1c(CC)noc1C | / | i | -10 | i | -4 | i | i | 0.1 | i | / | i
O=C(Cc1c(F)cccc1Cl)N(Cc1ccccc1)c1ccccn1 | -2 | i | 10 | i | 3 | i | i | 0.9 | i | -14 | i
COC(=O)CNC(=O)c1sc2ncn(CC(=O)Nc3ccc(C)c(Cl)c3)c(=O)c2c1C | -7 | i | 11 | i | -4 | i | i | -0.2 | i | 12 | i

Next section
SMILES	IEC-6 cytotox	TRPC6 inhibitor	aSyn UTR inh	MrgX1 antagonist	SKKanGAS inh	TRPC4 act	TRPC6 act	HIF activator	TRPC4 PAM	KLF5 inhibitor	TRPC4 inh
Cc1ccc(S(=O)(=O)NC2OC(=O)C(Cl)=C2Cl)cc1 (stereo not drawn)	4	i	17	i	-2	i	i	-39	i	0	i
CCOc1ccc(N2CC(NC(=O)c3ccc4ccccc4c3)CC2=O)cc1 (stereo not drawn)	/	i	10	i	26	i	i	-0.3	i	/	i
CCCn1nc(C(=O)OCC(=O)Nc2cccc(S(N)(=O)=O)c2)c2ccccc2c1=O	4	i	10	i	-4	i	i	0.2	i	-34	i
CCCCn1c(SCC(=O)Nc2ccccc2C(F)(F)F)nc2ccsc2c1=O	5	i	25	i	17	i	i	0.0	i	-16	i
Cn1/c(=N/N=C/c2ccc(N3CCOCC3)cc2)sc2ccccc21	0	i	-65	i	15	i	i	3.8	i	-38	i
CCOC(=O)C1=C(C)NC(C)=C(C(=O)OCC)C1C(=O)OCC(=O)N(CC)C1CCS(=O)(=O)C1 (stereo not drawn)	3	i	2	i	-1	i	i	-0.4	i	14	i
CCCCn1c(SCC(=O)N(CC)C2CCS(=O)(=O)C2)nnc1C(CC)N(C)C (stereo not drawn)	8	i	4	i	-7	i	i	-0.1	i	-14	i
O=C(CSc1ncnc2c1nnn2Cc1ccccc1F)NCC1CCCO1 (stereo not drawn)	-5	i	-4	i	-5	i	i	1.1	i	-13	i
COc1cc(C2SC(C)C(=O)N2CCc2ccccc2)cc(OC)c1OC (stereo not drawn)	8	i	-3	i	-3	i	i	-0.2	i	-33	i
CCOC(=O)C(C)Sc1nc(-c2ccccc2)nc2ccccc12 (stereo not drawn)	-2	i	-8	i	14	i	i	0.0	i	-22	i
COCn1ccnc1C(O)(c1ccc(OC)cc1)c1ccc(OC)cc1	-10	i	5	i	-2	i	i	-1.5	i	6	i
O=C(NCc1nnc(SCC(=O)N2CCCc3ccccc32)o1)c1ccccc1F	-1	i	-15	i	4	i	i	0.1	i	1	i
COc1cc(C2c3c(oc4ccccc4c3=O)C(=O)N2Cc2ccncc2)ccc1O (stereo not drawn)	7	i	22	i	4	i	i	-0.5	i	0	i
COc1ccc(C(Nc2ccc(S(=O)(=O)N3CCOCC3)cc2)C(=O)NCCC(C)C)cc1OC (stereo not drawn)	-4	i	11	i	-3	i	i	-0.3	i	4	i
O=C(CNS(=O)(=O)c1ccc2ccccc2c1)OCC(=O)c1ccc(Br)s1	9	i	-10	i	13	i	i	-0.2	i	-34	i
CCCc1cc(=O)[nH]c(SCC(=O)Nc2ccc(C)cc2)n1	1	i	14	i	3	i	i	0.5	i	22	i
Nc1ccc(C(=O)N/N=C/c2cn(Cc3ccccc3F)c3ccccc23)cc1	12	i	72*	i	-3	i	i	-0.2	11*	-21	i
CSc1ccc(CCNC(=O)CN2C(=O)CCSc3ccccc32)cc1	-1	i	7	i	-2	i	i	0.6	i	-6	i
CC1(C)CC(=O)C(CCC(=O)c2ccccc2)C(C)(C)N1 (stereo not drawn)	2	i	9	i	2	i	i	-0.2	i	-5	i
Cc1nnc(SCCN2C(=O)c3ccccc3C2=O)[nH]c1=O	4	i	19	i	-8	i	i	0.0	i	-8	i
O=C(CCc1nc2ccccc2s1)c1ccccc1	-3	i	-85	i	-3	i	i	2.1	i	-39	i
CCc1ccc(NS(=O)(=O)c2ccc(OC)c(C)c2)cc1	-1	i	18	i	-8	i	i	0.2	i	-4	i
C=CCn1c(C)c(C(C)=O)c(N2CCOCC2)nc1=S	-3	i	13	i	7	i	i	0.1	i	-30	i
CCCN1C(=O)N(c2cccc(C)c2)C(C)(O)CC1(C)C (stereo not drawn)	-8	i	17	i	-4	i	i	-0.2	i	2	i
COc1ccc(NC(=S)N2CCC(C(O)(c3ccccc3)c3ccccc3)CC2)cc1	0	i	30	i	6	i	i	-0.1	i	9	i
COc1ccc(/C(C)=N/Nc2nc3ccccc3n3cnnc23)cc1OC	2	i	26	i	22	i	i	0.5	i	-12	i
COc1ccc(NC(=S)NNC(=O)c2cccnc2)cc1OC	-2	i	-6	i	-7	i	i	1.0	i	-29	i
COc1ccc(C(=O)N/C(=C/c2cccnc2)C(=O)NCc2ccco2)cc1OC	3	i	-3	i	-2	i	i	0.1	i	-28	i
CC(C)NC(C(=O)Nc1cc(Cl)cc(Cl)c1)c1ccccc1 (stereo not drawn)	2	i	-1	i	-21	i	i	0.1	i	-32	/
COCCNC(=O)C(=O)NNC(=O)CCc1ccccc1	-1	i	16	i	-18	i	i	0.4	i	-29	i
CSc1cccc(NC(=S)NC(=O)CCc2ccccc2)c1	-4	i	-8	i	60*	i	i	1.2	i	-37	i
